BoNT-A LC inh2: BoNT/A light chain protease inhibitors, primary screen, biochemical, flow cytometry, MLPCN library; Botulinum neurotoxin type A light chain protease (Clostridium botulinum A str. ATCC 3502); multiplex microsphere protease substrate cleavage; inhibition, % at 10 µM; 0.17% of 360,000 active; note: plate controls were buffer without enzyme for full effect and enzyme alone for no effect
Anthrax LF inh2: Bacillus anthracis LF protease inhibitors, primary screen, biochemical, multiplex microsphere, MLPCN library; Lethal factor (Bacillus anthracis), P15917; multiplex microsphere protease cleavage assay; 0.12% of 360,000 active; AID 588501, 2011; inhibition, % at 10 µM; note: plate controls were buffer without enzyme for full effect and enzyme alone for no effect
Target sequence (P15917 whole entry, looked up): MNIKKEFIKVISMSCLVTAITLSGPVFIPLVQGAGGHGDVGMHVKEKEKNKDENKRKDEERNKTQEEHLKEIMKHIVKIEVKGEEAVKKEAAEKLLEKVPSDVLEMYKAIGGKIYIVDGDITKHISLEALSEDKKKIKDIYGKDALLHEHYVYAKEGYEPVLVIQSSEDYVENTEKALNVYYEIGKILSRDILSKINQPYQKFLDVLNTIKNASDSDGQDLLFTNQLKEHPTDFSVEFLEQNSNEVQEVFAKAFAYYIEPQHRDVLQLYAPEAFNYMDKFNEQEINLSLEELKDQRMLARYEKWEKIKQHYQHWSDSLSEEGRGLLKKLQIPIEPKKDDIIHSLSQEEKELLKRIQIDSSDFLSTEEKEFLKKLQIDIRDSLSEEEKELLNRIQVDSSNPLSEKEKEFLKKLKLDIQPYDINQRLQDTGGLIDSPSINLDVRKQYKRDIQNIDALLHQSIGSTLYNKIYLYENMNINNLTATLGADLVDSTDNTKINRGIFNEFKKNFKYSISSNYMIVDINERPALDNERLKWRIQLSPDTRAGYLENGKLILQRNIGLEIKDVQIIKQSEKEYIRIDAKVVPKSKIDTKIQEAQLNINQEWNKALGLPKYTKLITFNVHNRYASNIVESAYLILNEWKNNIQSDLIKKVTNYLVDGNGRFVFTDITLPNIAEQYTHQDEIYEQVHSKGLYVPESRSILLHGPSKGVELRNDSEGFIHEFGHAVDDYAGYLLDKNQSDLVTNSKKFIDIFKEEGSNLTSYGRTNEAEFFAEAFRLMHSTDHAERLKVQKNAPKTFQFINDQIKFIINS
PrPC surface inh: inhibitors of human cell surface prion protein PrPC, primary screen, cell-based, TR-FRET; TR-FRET read-out; inhibition, % at 13.8 µM; 0.43% of 370,000 active; AID 720596, 2013; in the data active = inhibition above about 24%; note: 0% = median of the test wells and 100% = reference compound wells
BoNT F protease: BoNT/F light chain protease inhibitors, primary screen, biochemical, flow cytometry, MLPCN library; Multiplex microsphere protease cleavage assay; 0.22% of 360,000 active; Botulinum neurotoxin type F light chain protease (Clostridium botulinum); inhibition, % at 10 µM; AID 588497, 2011; in the data active = inhibition above about 35%, passing the limit was not always enough; inconclusive = no clear call, values can overlap the other calls; note: plate controls were buffer without enzyme for full effect and enzyme alone for no effect
TcdB inh: TcdB glycohydrolase inhibitors, primary screen, biochemical, single point, plate reader. Toxin B (Clostridioides difficile), P18177. TcdB glycohydrolase enzymatic assay. inhibition, % at 9.99 µM. 0.24% of 350,000 active. AID 652162, 2013; in the data active = inhibition above about 10%
Yp Topo-I inh: Yersinia pestis topoisomerase I inhibitors, primary screen, biochemical, cleavage product accumulation, plate reader, single point; activity, % at 10 µM; AID 504884, 2011; 0.064% of 360,000 active; DNA topoisomerase I (Yersinia pestis CO92); Y. pestis Topo-I cleavage product accumulation; in the data active = activity above about 50%, passing the limit was not always enough; inconclusive = no clear call, values can overlap the other calls; note: inactives centre near 2
CCHFV vOTU inh: CCHFV vOTU protease inhibitors, primary screen, biochemical, Pep-AMC substrate, fluorescence; Crimean-Congo hemorrhagic fever virus L polyprotein viral ovarian tumor (vOTU) protease …; AID 651958, 2012; inhibition, % at 11.5 µM; 0.55% of 370,000 active; in the data active = inhibition above about 30%; note: 0% = vehicle wells with enzyme and 100% = no enzyme wells
FadD28 binding: inhibitors of FadD28 bisubstrate probe binding, primary screen, biochemical, fluorescence polarization, single point; AID 588549, 2011; Mycobacterium tuberculosis FadD28 fatty-acid-AMP ligase; inhibition, % at 12.5 µM; 0.22% of 360,000 active; in the data active = inhibition above about 8.5%, passing the limit was not always enough; inconclusive = no clear call, values can overlap the other calls
PfHsp40 yeast: rescue of yeast from PfHsp40 toxicity, primary screen, S. cerevisiae, ATP luminescence | 0.68% of 340,000 active | S. cerevisiae expressing PfHsp40, growth rescue | growth rescue, % at 12.5 µM; in the data active = growth rescue above about 28%, passing the limit was not always enough; inconclusive = no clear call, values can overlap the other calls;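 note: yeast W303a lacking pdr1 and pdr3 grown in galactose medium; growth measured after three days at 30 °C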
* marks the source's active call; other numbers are inactive results; ? = inconclusive; . = not tested or not shown. Cut-off read from the data, not from the text of the source, unless noted: active = inhibition above about 30%; inconclusive = no clear call, values can overlap the other calls; inactive = below that.

Sample of the layout, 5 compounds:
SMILES | BoNT-A LC inh2 | Anthrax LF inh2 | PrPC surface inh | BoNT F protease | TcdB inh | Yp Topo-I inh | CCHFV vOTU inh | FadD28 binding | PfHsp40 yeast
Cn1c(=O)c2c(n3cnnc13)-c1ccccc1CC21CCCC1 | -0.7 | -5 | 2 | 10 | . | 10 | -5 | -4.6 | -0.3
O=C1NC(=Nc2ccccc2)S/C1=C\c1ccccc1 | -1.7 | 18 | 2 | 13 | -0.8 | 4 | 7 | -1.8 | 0.5
CC(=O)Nc1ccc2c(c1)ncn2C | 0.9 | 4 | -2 | 5 | . | -3 | -5 | -1.0 | 1.6
O=C(Nc1cccc(OCC(=O)N2CCOCC2)c1)c1cccc(Cl)c1 | 0.1 | 2 | 4 | -1 | 0.1 | 6 | 5 | -2.1 | -0.6
O=C(C/C=N/OCc1ccc(Cl)cc1Cl)c1ccccc1 | . | . | 2 | . | . | -2 | -5 | -1.1 | -1.4

Main list, from the start:
SMILES | BoNT-A LC inh2 | Anthrax LF inh2 | PrPC surface inh | BoNT F protease | TcdB inh | Yp Topo-I inh | CCHFV vOTU inh | FadD28 binding | PfHsp40 yeast
Cn1c(=O)c2c(n3cnnc13)-c1ccccc1CC21CCCC1 | -0.7 | -5 | 2 | 10 | . | 10 | -5 | -4.6 | -0.3
O=C1NC(=Nc2ccccc2)S/C1=C\c1ccccc1 | -1.7 | 18 | 2 | 13 | -0.8 | 4 | 7 | -1.8 | 0.5
CC(=O)Nc1ccc2c(c1)ncn2C | 0.9 | 4 | -2 | 5 | . | -3 | -5 | -1.0 | 1.6
O=C(Nc1cccc(OCC(=O)N2CCOCC2)c1)c1cccc(Cl)c1 | 0.1 | 2 | 4 | -1 | 0.1 | 6 | 5 | -2.1 | -0.6
O=C(C/C=N/OCc1ccc(Cl)cc1Cl)c1ccccc1 | . | . | 2 | . | . | -2 | -5 | -1.1 | -1.4
O=C(CO)N/N=C/c1c2ccccc2cc2ccccc12 | 0.1 | 1 | -3 | 2 | 0.6 | -2 | -9 | -0.1 | .
CCOC(=O)C1CCCN(C2CC(=O)N(c3ccccc3)C2=O)C1 (stereo not given) | -0.3 | -1 | 3 | -2 | 1.3 | 10 | -4 | 0.5 | 0.3
COc1cc(C(=O)NC(C)CCn2cccn2)ccc1OC1CCN(C(C)=O)CC1 (stereo not given) | -2.9 | -2 | -3 | -6 | 2.0 | 1 | -6 | -1.8 | -0.9
CCN1CCN(C(=O)C2=CC(c3ccc(OC)cc3)=NS(=O)(=O)N2C)CC1 | -0.2 | -10 | 3 | -7 | 0.5 | 0 | 18 | -0.5 | 3.9
COc1cccc(CC(=O)Nc2ccc3c(c2)OC2(CCCC2)O3)c1 | -0.1 | -5 | 8 | 0 | 1.4 | 8 | 20 | . | 14
Cc1ccc(-c2cc3ncc(C#N)c(N)n3n2)cc1 | -8.9 | -5 | -2 | -28 | -1.6 | -2 | -12 | -2.0 | 1.6
Cc1ccccc1-n1c(C)cc(/C=N/NC(=O)c2ccc(CN3CCOCC3)cc2)c1C | 1.3 | 0 | 0 | 0 | . | 2 | -2 | -1.7 | -1.3
O=C(OCc1cnc(Cl)s1)c1c(F)cccc1F | -1.2 | 0 | -1 | -3 | -0.2 | 1 | -10 | 0.6 | -0.4
CN(c1ccccc1)S(=O)(=O)c1ccc(C(=O)OCC(=O)NCc2cccs2)cc1 | -0.8 | -1 | 2 | 5 | 1.0 | -1 | -10 | -1.6 | 0.2
COc1ccc(CCN2C(=O)NC(NS(=O)(=O)c3ccc(Cl)cc3)(C(F)(F)F)C2=O)cc1OC (stereo not given) | -0.7 | -1 | -1 | -11 | -0.1 | 3 | 10 | -2.2 | -0.9
Cc1onc(-c2c(Cl)cccc2Cl)c1C(=O)N(C)Cc1ccccc1 | -1.7 | 0 | -2 | -3 | 0.8 | 10 | 11 | -1.3 | -0.6
N#Cc1cccc(NC(=O)c2cc(C3CCCCN3C(=O)CCc3ccccc3)on2)c1 (stereo not given) | -0.2 | 0 | 0 | 0 | -5.9 | 22 | 3 | -3.8 | .
COc1ccc(C2NC(=O)Cc3cc(OC)c(OC)cc32)cc1OC (stereo not given) | 0.4 | -4 | -3 | -2 | 0.7 | -6 | -10 | -3.8 | 0.6
Cc1ccc2nc(N3CCN(S(=O)(=O)c4ccc5c(c4)OCCO5)CC3)c(C#N)cc2c1 | 14 | 8 | -4 | 10 | . | 22 | -21 | -1.3 | -1.0
O=C(Oc1ccc(Br)cc1C(=S)N1CCCC1)c1ccccc1F | -1.4 | -3 | 8 | -5 | . | 14 | 21 | -7.3 | 0.1
COc1cc(OC)cc(C(=O)N[C@H](C(=O)Nc2ccc3c(c2)OCO3)C(C)C)c1 | 0.5 | 7 | 2 | 1 | -0.4 | 3 | 0 | -6.2 | 0.3
C=CCN(CC=C)C(=O)COC(=O)c1ccc(Sc2ncn[nH]2)c([N+](=O)[O-])c1 | 1.0 | 2 | -11 | 0 | -0.7 | -12 | 1 | -3.9 | -1.7
COc1ccc2c(c1)/C(=C\c1cccc(/C=C3/C(=O)Nc4ccc(OC)cc43)n1)C(=O)N2 | 0.8 | -10 | -5 | -2 | 1.8 | -9 | -15 | -1.5 | 0.0
COc1ccc(C(=O)O)cc1NC(=S)NC(=O)Cc1ccc(Cl)cc1 | -2.9 | 3 | -4 | 10 | 3.2 | 4 | 5 | -3.3 | 0.1
COc1ccccc1N1CCN(C(=O)C(=O)c2cn(CC(=O)N3CCCCCC3)c3ccccc23)CC1 | 12 | 14 | 5 | 2 | 0.5 | 15 | 4 | -1.3 | 0.0
Cc1ccc2nc(NC(=O)CN3CCOCC3)sc2c1 | 1.3 | -10 | 1 | -8 | . | -6 | 8 | -3.9 | 1.9
CCCCNC(=S)N1CCN(C(c2ccccc2)c2ccccc2)CC1 | -0.7 | 0 | 1 | -2 | 1.8 | -11 | 11 | -4.6 | -0.3
COc1cccc(C(=O)Nc2ccccc2F)c1 | -0.8 | -2 | 8 | 0 | 0.1 | 8 | 0 | -1.0 | -1.6
O=C(Nc1cccc(F)c1)Nc1cccc(Cl)c1 | -1.2 | -11 | 15 | -30 | 0.6 | -22 | 0 | -9.0 | 11
O=C(CSc1nc2c(cnn2-c2ccc(F)cc2)c(=O)[nH]1)Nc1nccs1 | -0.4 | -6 | -4 | -11 | 0.9 | 2 | 1 | -2.1 | 1.4
COc1ccc2ccccc2c1/C=N/NC(=O)c1ccc(C)nc1 | -3.4 | -4 | 8 | -8 | 0.0 | -1 | 10 | -3.0 | 3.9
COc1ccc(OC(=O)Nc2ccccc2)cc1 | -0.6 | 0 | 0 | -10 | . | 11 | -11 | 0.5 | -1.3
Fc1ccc(-c2nnc3ccc(N4CCc5ccccc5C4)nn23)cc1 | 0.2 | -6 | -9 | 1 | 1.4 | 34 | 3 | -8.2 | -0.7
O=C(Cn1nnc(-c2ccccc2)n1)NCc1cccs1 | 0.2 | -1 | 1 | 4 | . | -7 | -2 | -0.9 | -1.6
COc1cccc(-c2nn(C)c3sc(C(=O)Nc4ccc5c(c4)OCCO5)cc23)c1 | 0.1 | -4 | . | 0 | . | -2 | . | -5.9 | 4.5
COc1ccc(-c2noc(N3CCC(C(=O)Nc4cccc(OC)c4)CC3)n2)cc1 | -1.1 | -8 | -2 | -5 | 1.0 | -1 | 1 | -1.5 | 6.7
Cc1ccccc1CNC(=O)c1[nH]c(C(F)(F)F)nc1-c1ccccc1 | -0.5 | -6 | 3 | 2 | 0.7 | . | 4 | -3.3 | .
COc1ccc(C(=O)N2CCCC(c3cc(C(=O)NCc4ccc(F)cc4)no3)C2)cc1 (stereo not given) | -0.5 | -4 | 7 | -2 | -1.8 | 20 | 15 | -2.3 | .
O=C(Nc1ncc(Cc2ccccc2Cl)s1)c1ccc([N+](=O)[O-])cc1 | -1.5 | 0 | -6 | -13 | -0.9 | -4 | -12 | -0.2 | -0.3
Cc1cc(C)cc(N(CC(=O)NC2CC3CCC2C3)S(C)(=O)=O)c1 (stereo not given) | 1.0 | 3 | 2 | 20 | . | 1 | 2 | 1.2 | 1.0
CC(C)(C)C(=O)N(Cc1ccccc1)c1ccccn1 | -1.0 | -7 | -1 | 5 | 1.8 | 1 | -9 | -0.3 | -1.2
COCc1nnc(NC(=O)c2cc(Cl)ccc2OC)s1 | -2.3 | -1 | -2 | -5 | . | -3 | -6 | 0.5 | 0.2
COc1ccc(CCn2c(=N)c(C(=O)NCCN3CCOCC3)cc3c(=O)n4cccc(C)c4nc32)cc1OC | 0.3 | 0 | -33 | -4 | -0.8 | -5 | 1 | -3.2 | 0.1
Cc1ccc(NC(=O)Nc2ccc3c(c2)OCO3)nc1 | 0.1 | 0 | 4 | 1 | -0.4 | -6 | -8 | -0.8 | -0.3
O=C(NCc1ccc2c(c1)OCO2)c1ccc(S(=O)(=O)NCC2CCCO2)cc1 (stereo not given) | 0.7 | 1 | 4 | ? | . | -4 | 11 | -2.6 | 1.3
CCc1ccc2nc(NC(=O)CCCc3cccs3)sc2c1 | -0.6 | 1 | 5 | 17 | . | 3 | 17 | 0.9 | -0.9
C/C(CCS(=O)(=O)c1ccccc1)=N/O | 0.1 | 4 | -6 | 1 | 2.0 | -3 | 0 | 0.0 | .
CCOC(=O)c1[nH]c2ccc(OC)cc2c1NC(=O)CCN1CCN(Cc2ccccc2)CC1 | 0.2 | -2 | -10 | ? | . | 5 | -24 | -5.0 | 1.3
CC(C)n1nnnc1C1c2ccccc2C(=O)N1CCc1ccc(O)cc1 (stereo not given) | -0.3 | 8 | 1 | -3 | 3.1 | . | 2 | . | .
O=S1(=O)CC(O)C(N2CCC(c3ccccc3)CC2)C1 (stereo not given) | 0.3 | -2 | -5 | -1 | . | 0 | -14 | -0.1 | -0.6
Cc1ccc(NC(=O)NCCCN2CCOCC2)cc1 | -1.2 | -2 | 2 | ? | . | -1 | -1 | 0.7 | -1.1
CC(=O)Nc1ccc(NC(=O)C(C)OC(=O)C2CCN(S(=O)(=O)c3ccc4c(c3)OCCO4)CC2)cc1 (stereo not given) | 2.1 | -4 | 0 | -1 | 1.0 | 8 | -4 | -3.8 | 1.3
CN(C)c1ccc(/C=N/Nc2cccc(C(=O)O)c2)cc1 | 5.0 | 4 | -2 | 23 | -2.0 | -8 | 27 | 0.7 | 1.7
Cc1ccc(-c2nnn(CC(=O)N(Cc3ccccc3)C(C(=O)NC(C)(C)C)c3ccncc3)n2)o1 (stereo not given) | -0.7 | -2 | . | 4 | -0.3 | 7 | . | -0.9 | -0.5
COc1cccc(CNc2nc3cc(-c4ccsc4)sc3c(=O)n2C)c1OC | -0.3 | 0 | 3 | -2 | 1.5 | 26 | 7 | -14 | .
CCOc1ccccc1N1CCN(CC(=O)Nc2ccnn2C2CCCC2)CC1 | -0.3 | -7 | 9 | -4 | -1.1 | 14 | 8 | -2.9 | -0.9
COCC1CCCN(Cc2nc(-c3ccc4c(c3)OCO4)no2)C1 (stereo not given) | -0.6 | 0 | 8 | -2 | 0.5 | 9 | -1 | -2.2 | -0.2
CNC(=O)C[C@H]1C(=O)N(CCc2ccccc2)C[C@@H]1C | -0.4 | -2 | -4 | 0 | 2.5 | -4 | 0 | -2.4 | .

Screens as filed in PubChem.
